14-3-3 PPI = modulators of 14-3-3 gamma protein binding, primary screen, biochemical, fluorescence polarization | inhibition, % at 40 µM | FP, 14-3-3gamma / TMR-pS259-Raf peptide binding | actives 0.19% (n = 160,000) | 14-3-3 protein gamma (Homo sapiens), P61981 | AID 422, 2006; in the data active = inhibition above about 30%;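 note: 0% = protein plus tracer without compound and 100% = blank with tracer alone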
Target sequence (P61981 whole entry, looked up): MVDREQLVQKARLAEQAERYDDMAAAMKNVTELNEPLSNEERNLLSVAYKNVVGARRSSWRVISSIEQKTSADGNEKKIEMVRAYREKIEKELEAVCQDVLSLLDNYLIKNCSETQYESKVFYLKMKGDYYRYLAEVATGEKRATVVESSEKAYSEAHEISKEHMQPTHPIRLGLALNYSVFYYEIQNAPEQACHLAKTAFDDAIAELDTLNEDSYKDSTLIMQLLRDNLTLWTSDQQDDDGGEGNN
* marks the source's active call; other numbers are inactive results; & = joins results of further samples. An excerpt; count on the stated rates, not on these rows.

14-3-3 PPI,Structure
-27,COC(=O)c1c(C)oc2ccc(N(C(=O)c3ccc([N+](=O)[O-])cc3)S(=O)(=O)c3ccc(Cl)cc3)cc12
3,CCN(CCC(=O)O)CP(C)(=O)O
2&-5,COc1cc2nc(N3CCNCC3)nc(N)c2cc1OC
3,CCCCCc1nc2sc3c(c2c(=O)n1N)CCC3
-1,Cc1cc(C)n(C(=O)Nc2ccc(Cl)cc2)n1
8,CCc1ccccc1N(C(=O)Cn1nnc2ccccc21)C(C(=O)NCCOC)c1ccco1 (stereo not given)
-1,COc1ccc(C(=O)Nc2nncs2)c(OC)c1
3,Cc1cc(NC(=O)COn2nnc3ccccc32)no1
-5,CC1(c2ccc(OC(F)F)cc2)NC(=O)N(CC(=O)Nc2ccc3c(c2)OCO3)C1=O (stereo not given)
-29,Cc1ccccc1-n1c(SCC(=O)c2ccc(Br)cc2)nc2[nH]ncc2c1=O
-2,CCCc1[nH]n(-c2nc3ccccc3s2)c(=O)c1C=NCC1CCCO1 (stereo not given)
-8,COc1ccc2cc(C(=O)Nc3cccc(C(=O)O)c3)c(=O)oc2c1
-9,Cc1cc(C(=O)CN2C(=O)CCC2=O)c(C)n1Cc1ccccc1
1,CSC1=NCCN1C(=O)c1ccc2c(c1)OCO2
-11,CCCC1C(c2ccco2)NC(c2ccco2)CC1(C)O (stereo not given)
-15,CCOc1cccc(=O)c2c(C)n(Cc3ccco3)c(C)c12
-1,C=CCOc1ccc(/C=N/n2cncn2)cc1OC
-4,O=C(c1ccc2ccccc2n1)N1CCN(c2ccccc2)CC1
3,CCCn1c(=N)n(CC(C)O)c2ccccc21 (stereo not given)
-83,Cc1cc(N2CCCCC2)nc2ccc(NC(=O)Cc3ccc(Cl)cc3)cc12
-4,COc1ccc(-c2noc(-c3ccccc3Br)n2)cc1
-9&-11,S=c1nc2ccccc2c2nc(-c3ccccc3)[nH]n12
-16,Cc1ccc2nc3ccc(N4CCN(C)CC4)nn3c(=O)c2c1
6,O=C1C(=O)N(C(=O)Nc2ccccc2)c2ccccc21
2&3,O=C1CCCC2=C1C(c1ccc(Br)cc1)c1c([nH]c(=S)[nH]c1=O)N2 (stereo not given)
7,O=C(NCc1n[nH]c(=S)n1Cc1ccccc1)c1cccs1
-16,Cc1cc(C)cc(NC(=O)Cn2c3ccccc3c(=O)c3ccccc32)c1
-3,Cc1ccc(NCc2nnc(SCc3ccc(C#N)cc3)n2Cc2ccco2)c(C)c1
-41,CCOC(=O)c1ccc(N2C(=O)c3cccc4c(Cl)ccc(c34)C2=O)cc1
5,COc1ccc(C2C(=O)N(CCc3ccccc3)CC(=O)N2C2CC2)cc1 (stereo not given)
-5&-5,CNC(=O)c1sc2nc(-c3ccc(OC)cc3)cn2c1C
0,Cc1cc(C)nc(N(C#N)Cc2ccccc2)n1
-4,COCCNC(=O)C(c1ccc(C)o1)N(C(=O)c1snc(C(N)=O)c1N)c1ccc(C)cc1 (stereo not given)
-35,CC(=O)c1sc(NC(=O)C2(F)C(F)(F)C(F)(F)C(F)(F)C(F)(F)C2(F)F)nc1C
-2&-2,CSCCC(NC(=O)c1occc1C)C(=O)O (stereo not given)
-2,CCCCCCC1CC(=O)NC(=S)N1 (stereo not given)
1,O=[N+]([O-])c1ccc(N2CCOCC2)cc1NCCOc1ccccc1
-13,Cc1ccc2[nH]c(=O)c3cc(C(=O)N4CCN(C(=O)c5ccco5)CC4)sc3c2c1
-2,O=C(Cn1cnc2sc(-c3ccccc3)cc2c1=O)N1CCOCC1
-3,CCCn1cc(SCC(=O)Nc2cccc(C)c2C)c2ccccc21
-24,COc1nc2cc(C)ccc2cc1-c1noc(-c2cccnc2)n1
-355,O=C(CC1(O)C(=O)N(CCCc2ccccc2)c2ccccc21)c1ccccc1 (stereo not given)
-10,O=c1[nH]c2ccc(Cl)cc2c(=O)n1Cc1cccs1
-1,CCOC(=O)CSc1nc2c([nH]c3ccccc32)c(=O)n1-c1ccc(F)cc1
0,CCOC(=O)c1cnc2ccccc2c1Nc1cccc(C(F)(F)F)c1
-1,CCc1cccc(NC(=O)CCCN2C(=O)c3cccnc3C2=O)c1
-4,O=C(CSc1nnc2c(Cl)cc(Cl)cn12)N1CCN(S(=O)(=O)c2ccccc2)CC1
-8,Cn1c(-c2ccc(Cl)cc2)cnc1N
-5,O=S(=O)(Nc1nc2ccccc2s1)c1cccc2nsnc12
4,Cc1cccc(-c2noc(-c3ccc(C)c(C)c3)n2)c1
3,Cc1ccc(S(=O)(=O)N2CCC(C(=O)OC(C)C(=O)NCc3ccc4c(c3)OCO4)CC2)cc1 (stereo not given)
-1,COc1ccc2ccccc2c1CN1CCN(C)CC1
-2,CN1CCN(CCCNS(=O)(=O)c2ccc3c(c2)CCN3C(=O)C2CCC2)CC1
3,COc1ccc(Br)cc1CN1C(=O)CCC1(C)C(=O)NC1CCCC1 (stereo not given)
-5,CCCCn1c(SCC(=O)c2ccc(Cl)cc2)nc2ccc(N3CCOCC3)cc2c1=O
-14,COC(=O)c1sc2ccccc2c1NC(=O)c1ccc(S(=O)(=O)N(C)c2ccccc2)cc1
9,COc1ccc(-n2c(=S)[nH]c3cc(C(=O)NCc4ccc(F)cc4)ccc3c2=O)c(OC)c1
-6,Cc1cc(NCCCn2ccnc2)n2c(nc3ccccc32)c1C#N
-11,COc1ccc(OC)c(NC(=O)c2cccc(N3C(=O)C4C5C=CC(C5)C4C3=O)c2)c1 (stereo not given)
-1,COc1ccc(N2C(=O)C3CCCN3C2c2ccccc2OC)cc1 (stereo not given)

An excerpt of these results, bar-delimited:
SMILES | 14-3-3 PPI
COC(=O)c1c(C)oc2ccc(N(C(=O)c3ccc([N+](=O)[O-])cc3)S(=O)(=O)c3ccc(Cl)cc3)cc12 | -27
CCN(CCC(=O)O)CP(C)(=O)O | 3
COc1cc2nc(N3CCNCC3)nc(N)c2cc1OC | 2&-5
CCCCCc1nc2sc3c(c2c(=O)n1N)CCC3 | 3
Cc1cc(C)n(C(=O)Nc2ccc(Cl)cc2)n1 | -1
CCc1ccccc1N(C(=O)Cn1nnc2ccccc21)C(C(=O)NCCOC)c1ccco1 (stereo not given) | 8
COc1ccc(C(=O)Nc2nncs2)c(OC)c1 | -1
Cc1cc(NC(=O)COn2nnc3ccccc32)no1 | 3
CC1(c2ccc(OC(F)F)cc2)NC(=O)N(CC(=O)Nc2ccc3c(c2)OCO3)C1=O (stereo not given) | -5
Cc1ccccc1-n1c(SCC(=O)c2ccc(Br)cc2)nc2[nH]ncc2c1=O | -29
CCCc1[nH]n(-c2nc3ccccc3s2)c(=O)c1C=NCC1CCCO1 (stereo not given) | -2
COc1ccc2cc(C(=O)Nc3cccc(C(=O)O)c3)c(=O)oc2c1 | -8
Cc1cc(C(=O)CN2C(=O)CCC2=O)c(C)n1Cc1ccccc1 | -9
CSC1=NCCN1C(=O)c1ccc2c(c1)OCO2 | 1
CCCC1C(c2ccco2)NC(c2ccco2)CC1(C)O (stereo not given) | -11
CCOc1cccc(=O)c2c(C)n(Cc3ccco3)c(C)c12 | -15
C=CCOc1ccc(/C=N/n2cncn2)cc1OC | -1

The results go on:
14-3-3 PPI,Structure
-5,CCCCc1ccc(NC(=O)c2cccc(C(=O)OCC)n2)cc1
-6,CC(=O)NC1(c2nnnn2CCOC(=O)Nc2ccc(Cl)cc2)CCCCC1
-101,CCSc1oc(-c2cccs2)nc1S(=O)(=O)c1ccc(F)cc1
-10,COc1cccc(C2C3=C(N=C4SCC(=O)N42)c2ccccc2CC3)c1OC (stereo not given)
4,O=C(NCCCN1CCCCC1)C1CCCN(c2nc3ccccc3o2)C1 (stereo not given)
-4,CC1CN(C2CCN(S(=O)(=O)c3ccc4ccccc4c3)CC2)CC(C)O1 (stereo not given)
0,COc1ccc(CC(=O)N2CC(=O)Nc3ccc(Cl)cc3C2c2ccc(F)cc2)cc1 (stereo not given)
-3,COc1ccc(NC(=O)c2ccccc2NC(=O)c2cccc(S(=O)(=O)N3CCCC3)c2)cc1
2,Cc1ccc(-n2[nH]c(C)c(/C=N/n3c(C)nc4ccccc4c3=O)c2=O)cc1
2,CCOC(=O)c1cccc(NC(=O)C2Cc3ccccc3CN2S(C)(=O)=O)c1 (stereo not given)
-4,CN(C)CCCNC(=O)C1CCNCC1
17,CC(C)CNC(=O)C1C2C=CC(C2)C1C(=O)O (stereo not given)

The closing two records of the section before are carried over, then new ones follow.
14-3-3 PPI,Structure
-4,CN(C)CCCNC(=O)C1CCNCC1
17,CC(C)CNC(=O)C1C2C=CC(C2)C1C(=O)O (stereo not given)
-5,CCNC(=O)CC1C(=O)N(c2ccc(F)cc2)C(=O)N1CCC(C)C (stereo not given)
3,CCOc1ccc(C(c2ccc(C)cc2)C(Cl)(Cl)Cl)cc1 (stereo not given)
-3,COc1ccc(Cl)cc1C(=O)Nc1ccccc1N1CCCCC1
-18,CCOC(=O)c1c(NC(=O)c2ccccc2OC)sc2c1CCCCC2
-7,CCc1cc2c(=O)oc(-c3ccccc3F)nc2s1
-5,Cc1ccc(NC(=O)N2CCCC2C(=O)NCCc2ccccc2)cc1 (stereo not given)
-9,Cc1c(Cl)cccc1NC(=O)CC1SCCNC1=O (stereo not given)
2,COC(=O)c1cnn2c(C)c(Cc3cccc(F)c3)c(C)nc12
-7&-16,COc1ccccc1-c1cc(C(=O)Nc2cccnc2)no1
-16,CC12CC(=O)C(C)(C1)C1C(=O)N(c3ccccc3)C(=O)C12 (stereo not given)
3,COc1ccccc1Cn1c(-c2ccccc2)cn2c3c(=O)n(C)c(=O)n(C)c3nc12
1,COCCn1c(=O)[nH]c2cc(C(=O)NCc3cccc(Cl)c3)ccc2c1=O
-5,COc1ccc(S(=O)(=O)N2CCN(S(=O)(=O)c3ccccc3[N+](=O)[O-])CC2)cc1
-9,CCCC(=N)C1=C(O)CC(CC(C)SCC)CC1=O (stereo not given)
0,CCOC(=O)Cn1c2ccc(OC)cc2c2nc3ccccc3nc21
-2,CC(=O)Nc1c(C(=O)c2cc3ccccc3o2)oc2ccc(Br)cc12
-2,Cc1ccc(N2COc3ccc4ccccc4c3C2)c(C)c1
-3,COc1cc2cc(C(c3nnnn3Cc3ccc(F)cc3)N3CCCCCC3)c(=O)[nH]c2cc1OC (stereo not given)
0,CCCn1nc(-c2nnc(-c3ccc(C)c(C)c3)o2)c2ccccc2c1=O
-29,Cc1ccc(S(=O)(=O)N2CCN(C(=O)COc3ccccc3)C2c2ccccc2)cc1 (stereo not given)
-10,COc1ccc2nc(N3CCCC(C(=O)NCc4cccs4)C3)sc2c1 (stereo not given)
-8,O=C(Cn1c(=O)n(-c2ccccc2)c(=O)c2c3c(sc21)CCCC3)Nc1ccc(Br)cc1
-9,Cc1ccc(N(C(=O)NC(=O)NS(=O)(=O)c2ccc(C)cc2)S(=O)(=O)c2ccc(C)cc2)cc1
6,O=C(NCc1cccs1)c1cc(N2C(=O)C3C4CCC(C4)C3C2=O)ccc1Cl (stereo not given)
0,COc1ccc(C=Cc2cc(C(=O)O)c3ccccc3n2)cc1
2,COC(=O)CCCCC(=O)C1C(=O)CC(C)(C)C(C(=O)OC)C1=O (stereo not given)
-16,Cc1ccc(NS(=O)(=O)c2cc(S(=O)(=O)Nc3ccc(C)c(C)c3)c3cccc4c3c2NC4=O)cc1C
0,CN(C)C(=O)N1CCN(C(=O)c2ccccc2Sc2ccccc2C#N)CC1
-7,COc1ccc(C(=O)Nc2ncc(Cc3cccc(Cl)c3)s2)cc1OC
-8,O=c1/c(=C/c2ccc(CNS(=O)(=O)c3ccccc3)o2)sc2n1CCN=2
7,CC1CCc2nc(NC(=O)c3ccc(N(C)C)cc3)sc2C1 (stereo not given)
-17,OCCNc1nc(Nc2ccccc2)nc(Nc2ccccc2)n1
-4,COc1ccc2c(c1)CCC(C)N2S(=O)(=O)c1ccc(C2CNC(=O)C2)cc1 (stereo not given)
-10,CC1=NN(C(=O)c2ccc(C)cc2)C(O)(C(F)(F)F)C1 (stereo not given)
-1,O=C(NCC1COc2ccccc2O1)c1c[nH]c2ccc(S(=O)(=O)N3CCOCC3)cc2c1=O (stereo not given)
-8,O=C(O)CNc1ncnc2ccc(Br)cc12
5,COC(=O)C1=C(C)NC(=S)NC1c1cccc(Cl)c1 (stereo not given)
-3,CCOc1cc(C2NC(=S)NC(C)=C2C(=O)Nc2ccc(C)cc2)ccc1O (stereo not given)
-1,Cc1ccc(-c2noc(CCC(=O)NCCCN3CCC(C)CC3)n2)cc1
-2,Cc1ccc(NC(=O)CN2CC(C)SC2=NC2CCCCC2)cc1 (stereo not given)
-17,CC(=O)Nc1ccc2cccc(O)c2n1
-9&1,CN(C)CCNC(=O)c1c(O)c2c([nH]c1=O)CCCC2
-7,COCCOc1nc2c(c(=O)n(C)c(=O)n2C)n1CCc1ccccc1
-7,CSc1ncnc2c1oc1ccccc12
0,O=C(Nc1cccnc1)c1c(O)c2ccccc2[nH]c1=O
1,CC(C)CNC(=O)c1cnn2c(C(F)(F)F)cc(-c3ccc(Br)cc3)nc12
4,COCCN(C(=O)Cc1cccs1)c1nnc(-c2cccnc2)s1
-2,COC(=O)c1ccccc1NC(=O)C1c2ccccc2C(=O)N(C)C1c1ccc(OC)c(OC)c1 (stereo not given)
2&4,O=C(O)CCCC(=O)N1CCN(c2cccc(Cl)c2)CC1
3,O=C(c1nn2c(c1Cl)NC(c1ccc(Cl)cc1)CC2C(F)(F)F)N1CCN(c2ccccc2)CC1 (stereo not given)
-6,C=CCNC(=O)C1C2C=CC3(CN(Cc4ccccc4Cl)C(=O)C13)O2 (stereo not given)
-3,CCc1n(CC(O)COC2CCCCC2)c2ccccc2[n+]1C (stereo not given)
-2,CCCCc1n[nH]c2c1C(=O)CC(C)(C)C2
-4,CC(=O)c1cc2c(cc1NC(=O)c1cc3nc(C(C)C)cc(C(F)(F)F)n3n1)OCO2
4,CCCCCN(CCCCC)C(=O)C(CCC(=O)O)NC(=O)c1ccc(Cl)c(Cl)c1 (stereo not given)
4,COc1ccc2c(c1)CN(c1ccc(C)c(C)c1)CO2
12&-1,O=C1OC(N2CCN(C(=O)C3CCCO3)CC2)c2ccccc21 (stereo not given)
-23,O=C(CSc1nc(O)c(CC=Cc2ccccc2)c(=O)[nH]1)Nc1ccc(F)cc1

Source: PubChem BioAssay
